# Bioassay records as filed in PubChem BioAssay.
# TGFb SMAD3 inh: inhibitors of TGF-b signaling; AID 588855; HepG2 CAGA-GFP TGF-b/SMAD3 reporter, GFP fluorescence, 18 h; TGF-beta stimulated, 500 pg/mL final; Potency, µM (titrated, usually from 46.1 µM), for inactives: at the highest dose activity, negative = inhibition, most hits filed as inhibitors; 1.2% of 410,000 active; also: % is scaled to controls: 0 for no effect and ±100 for the full control effect; nearly all actives have a fitted effect of over 65% in size
#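 Cell-based qHTS in HEPG2 carrying a CAGA-GFP Smad reporter; compounds added before 500 pg/mL final TGF-beta, 18 h incubation at 37 degrees C, GFP fluorescence quantified per cell by imaging cytometry.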
# Nrf2 activator: activators of Nrf2 (ARE) signaling; AREc32 ARE-luciferase reporter (MCF7-derived line), luminescence, 24 h; Potency, µM (top dose mostly 46.1 µM), for the others: at the highest dose activation, most hits filed as activators; 0.31% of 410,000 active; AID 624171; also: % of control where 0% means no effect; nearly all actives have a fitted effect of over 65% in size
#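 ARE activation measured as luciferase luminescence (Steady-Glo, 30 min RT) in AREc32_Fluc cells after 24 hr compound exposure at 37 deg C, 5% CO2; cells seeded overnight at 1000/well in OPTI-MEM, 5% FBS.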
# Nrf2 block: inhibitors of Nrf2 signaling | 2.1% of 360,000 active | AID 504444 | Potency, µM (highest dose often 46 µM), for inactives: at the highest dose activity change, negative = inhibition, usual class: inhibitors | A549 ARE-Fluc reporter, luciferase luminescence, 18-24 h; also: % is scaled to controls: 0 for no effect and ±100 for the full control effect; nearly all actives have a fitted effect of over 60% in size
#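 A549 ARE_Fluc cells, 5000/well, 5% FBS OPTI-MEM; compounds in dose-response, 18-24 h at 37 °C/5% CO2; CellTiter-Fluor viability read (Ex 405/Em 525), then BugLite luciferase luminescence = Nrf2 activity.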
# A549 tox: kills or reduces viability of A549 cells in Nrf2 counter-screen | A549 ARE-Fluc cells, CellTiter-Fluor viability, 18-24 h | Potency, µM (series often up to 46 µM), for inactives: at the top dose activity change, negative = cytotoxicity, most hits filed as inhibitors | 0.16% of 390,000 active | AID 504648; also: % is scaled to controls: 0 for no effect and ±100 for the full control effect
#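 Cytotoxicity counterscreen: CellTiter-Fluor fluorescence was measured in A549 ARE_Fluc cells after 18-24 h of compound exposure in a concentration series. The subsequent BugLite luminescent read reports ARE-luciferase activity.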
# MCF10A rerep: inducers of DNA re-replication in MCF 10A breast cells | 2.9% of 350,000 active | AID 624296 | MCF 10A DNA re-replication, Hoechst nuclear intensity, 48 h | Potency, µM (highest dose often 46.1 µM), for inactives: top-dose activity, positive = re-replication, hits mostly activators; also: % of control where 0% means no effect; nearly all actives have a fitted effect of over 50% in size
# EPAC2 antagonist: antagonists of human EPAC2; 0.18% of 360,000 active; EPAC2 GEF exchange of Rap1B-BODIPY-GDP, fluorescence; Potency, µM (top dose mostly 114 µM), inactives show top-dose activity, negative = inhibition, hits mostly inhibitors; AID 720708; Q8WZA2; also: % is scaled to controls: 0 for no effect and ±100 for the full control effect; nearly all actives have a fitted effect of over 45% in size; many of its hits are not listed in these tables
# Target sequence (Q8WZA2 whole entry, looked up): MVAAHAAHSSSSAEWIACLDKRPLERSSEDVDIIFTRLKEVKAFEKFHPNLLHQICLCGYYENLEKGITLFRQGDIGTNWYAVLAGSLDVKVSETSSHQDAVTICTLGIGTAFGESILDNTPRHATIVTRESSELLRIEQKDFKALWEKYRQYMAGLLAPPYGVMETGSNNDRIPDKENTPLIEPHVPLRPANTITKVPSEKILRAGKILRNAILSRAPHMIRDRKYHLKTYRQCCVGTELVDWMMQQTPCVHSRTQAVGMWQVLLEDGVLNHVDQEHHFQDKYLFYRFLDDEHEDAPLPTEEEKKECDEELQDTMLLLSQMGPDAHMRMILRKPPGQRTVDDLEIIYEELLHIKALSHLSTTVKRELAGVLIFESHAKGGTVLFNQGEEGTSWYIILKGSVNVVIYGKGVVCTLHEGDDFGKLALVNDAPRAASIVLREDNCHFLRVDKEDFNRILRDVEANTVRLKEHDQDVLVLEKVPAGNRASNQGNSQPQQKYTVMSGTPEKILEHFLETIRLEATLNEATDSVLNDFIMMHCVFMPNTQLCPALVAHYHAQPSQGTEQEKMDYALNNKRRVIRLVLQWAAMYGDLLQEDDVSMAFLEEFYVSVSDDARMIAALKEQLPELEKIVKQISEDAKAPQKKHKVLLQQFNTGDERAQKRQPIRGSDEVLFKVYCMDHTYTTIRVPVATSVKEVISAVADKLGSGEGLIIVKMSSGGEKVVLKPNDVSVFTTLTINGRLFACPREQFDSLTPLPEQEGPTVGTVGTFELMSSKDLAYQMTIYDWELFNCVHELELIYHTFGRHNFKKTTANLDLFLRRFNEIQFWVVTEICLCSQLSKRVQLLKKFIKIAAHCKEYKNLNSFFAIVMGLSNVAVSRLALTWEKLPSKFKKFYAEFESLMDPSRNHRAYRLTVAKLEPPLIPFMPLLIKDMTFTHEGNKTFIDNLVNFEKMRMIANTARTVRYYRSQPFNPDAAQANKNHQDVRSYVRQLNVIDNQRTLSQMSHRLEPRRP
# ATXN2 expr inh: reduces ATXN2 reporter expression in HEK-293 cells | 0.72% of 360,000 active | AID 1745845 | HEK-293 ATXN2-luciferase reporter, luminescence, 24 h | Potency, µM (titrated, usually from 57 µM), inactives show at the highest dose activity change, negative = inhibition, most hits filed as inhibitors; also: % is scaled to controls: 0 for no effect and ±100 for the full control effect; nearly all actives have a fitted effect of over 55% in size
#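 ATXN2-luciferase reporter cells (luciferase flanked by upstream and downstream ATXN2 gene portions) were treated 24 h at 37 °C with compounds at up to 57 uM. SteadyGlo luminescence gave expression; GF-AFC fluorescence gave viability.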
# ATXN viability: cell viability loss in ATXN counter-screen; S2 cells (HEK-293 line with an ATXN2-luciferase reporter) viability, CellTiter-Fluor protease fluorescence, 24 h; Potency, µM (series often up to 56.7 µM), usual class: cytotoxic; 0.49% of 400,000 active; also: nearly all actives have a fitted effect of over 40% in size
# HepG2 viability: kills HepG2 cells in TGF-b inhibitor counter-screen | HepG2 CAGA-GFP viability, ATP luminescence, 18 h | Potency, µM (series often up to 46.1 µM), for the others: at the top dose activity change, negative = cytotoxicity, usual class: cytotoxic | 0.76% of 410,000 active; also: some results filed as inactive show a strong effect at the top dose
#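 CellTiter-Glo luminescence gave cytotoxicity after 18 hours at 37 degrees C. The cells were HepG2 CAGA-GFP in 1% FBS DMEM, stimulated with 500 pg/mL TGF-beta after compound addition. %Activity was normalised to no-cell wells (complete cell-killing) and DMSO (no toxicity), and curves were fitted and classified.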
# Numbers without * were called inactive; i = inactive; ? = inconclusive; / = not tested or not shown; [ ] = remark or other dose. Calls follow the shape of the dose curve; as a rule, active = well fitted curve in the direction sought with a large enough effect; inconclusive = small, poorly fitted or top-dose-only effect, or another doubt; inactive = no such curve, though single readings can be large; an effect the other way counts as inactive or inconclusive. Potency is read from the fitted curve at half-maximal effect.
no.	SMILES	TGFb SMAD3 inh	Nrf2 activator	Nrf2 block	A549 tox	MCF10A rerep	EPAC2 antagonist	ATXN2 expr inh	ATXN viability	HepG2 viability
1	CCOc1ccc(NC(=O)[C@H](Cc2ccccc2)NC(=O)C2CCNCC2)cc1	-10.8%	-0.7%	0.0%	1.9%	-1.3%	7.1%	1.0%	i	-16.6%
2	Cc1nc2cccnc2n1-c1cccc(C(=O)NCc2ccc(OC(C)C)cc2)c1	0.0%	4.1%	?	10.0%	/	/	/	/	-20.0%
3	O=C(CC1N=C2c3ccccc3N=C(SCc3cccc(F)c3)N2C1=O)NCc1ccc2c(c1)OCO2 (configuration not stated)	?	6.3%	/	-7.4%	/	/	46.1%[activator]	?	-17.7%
4	CCOC(=O)Cn1c(-c2cccnc2Cl)nc2cc(Cl)c(Cl)cc21	-10.5%	3.8%	6.1%	-8.3%	6.4%	14.3%	-16.2%	i	-24.4%
5	CCCCCC(=O)N1C[C@@H](O)[C@H](n2cc(-c3ccc(F)cc3)nn2)C[C@@H]1c1ccc(OC)cc1	-5.4%	6.5%	/	/	/	-8.6%	0.4%	i	-27.8%
6	COc1ccc(OCC(=O)NS(=O)(=O)c2ccccc2)cc1	13.3%	0.2%	-27.4%	-3.9%	-17.9%	-2.5%	6.0%	?	-11.8%
7	Cc1cc(C(C)(C)C)oc1C(=O)N(CC(=O)NC1CCCC1)c1c(C)cccc1C	?	0.3%	?	?	-2.8%	-25.5%	?	?	15.8µM*
8	Cc1cc(C(C)(C)C)oc1C(=O)N(CC(=O)NC1CCCC1)Cc1ccccc1Cl	?	0.8%	?	-20.5%	2.7%	-15.3%	?	?	-36.7%
9	Cc1ccc(NC(=S)NNC(=S)NNc2ccccc2)cc1C	-3.9%	16.7%	/	/	/	-7.4%	/	?	-48.1%
10	Cc1ccccc1S(=O)(=O)Oc1ccccc1C(=O)Oc1ccccc1	8.6%	0.1%	3.3%	-1.7%	0.6%	-1.6%	0.0%	i	-1.5%
11	FC(F)Sc1ccc(NC(=S)NCc2ccccc2)cc1	?	5.8%	?	-15.6%	?	-14.1%	-13.8%[11.3 µM]	i	-14.2%
12	Cc1cc(N/C=C\C(=O)c2ccc(Cl)c(Cl)c2)no1	-31.6%	4.1%	/	-0.5%	1.5%	-4.0%	19.0%	i	-2.0%
13	O=S(=O)(c1ccccc1)c1cnn(-c2ccccc2)c1-c1ccc(F)cc1	?	-0.1%	?	-15.5%	8.6%	-5.0%	/	/	-17.3%
14	Cc1cccc(N2CCN(C(=O)c3cccc(N4CCCC4=O)c3)CC2)c1C	?	-0.2%	-31.3%	-18.9%	?	-12.1%	?	i	-21.5%
15	Cc1oc(-c2ccc(F)cc2)nc1CN(Cc1ccccn1)CC1CCCO1 (configuration not stated)	11.7%	5.6%	-14.4%	-11.9%	-39.8%[inhibitor]	-6.1%	-14.0%	i	11.0%
16	Nc1nnc2cc(Br)ccc2n1	-0.1%	2.1%	/	/	/	0.2%	/	i	-1.7%
17	Cc1cccc(NC(=O)CCN2CCN(c3ccccc3F)CC2)c1	-18.9%	0.5%	-8.6%	2.2%	/	/	-10.7%	i	-10.4%
18	Cc1onc(-c2ccccc2Cl)c1C(=O)NCCCN1CCOCC1	-1.4%	0.3%	-6.8%	-7.1%	-0.1%	-7.0%	-2.0%	i	-0.6%
19	CSc1cccc(NC(=O)c2ccc3c(c2)CCCN3S(C)(=O)=O)c1	0.3%	-0.5%	?	?	/	/	?	?	-29.2%
20	Cc1cc(=O)[nH]c(N2CCCNCC2)n1	4.7%	-0.1%[9.22 µM]	-5.1%	0.1%	-14.1%	12.2%	1.1%	i	3.4%
21	COc1ccc(Br)cc1CN(C)C(=O)c1ccc2c(c1)NC(=O)C(C)S2 (configuration not stated)	-7.3%	-1.4%	4.0%	5.2%	1.5%	-4.7%	/	i	9.3%
22	O=C(NNC(=O)c1ccc([N+](=O)[O-])o1)c1ccccc1	7.94µM*	22.4µM*	/	?	?	17.4%	-24.0%	?	-26.1%
23	COc1ccc(Cl)cc1C(=O)Nn1c(C)nc2ccccc2c1=O	-27.5%	-0.7%	-26.3%	-0.3%	?	-1.2%	-0.2%	i	2.7%
24	Cc1cc(C)c2nc(N3CCCN(C(=O)c4ccco4)CC3)c(C#N)cc2c1	-15.1%	3.6%	-9.0%	-1.3%	?	-6.3%	/	/	-32.8%
25	Cc1cc(CNC(=O)COC(=O)C2CC3CCCC(C2)C3=O)cc(C)c1O (configuration not stated)	-2.7%	-0.6%	14.7%	0.3%	-9.0%	-7.9%	30.0%	i	-0.3%

# The final five compounds of the section above lead into the next:
no.	SMILES	TGFb SMAD3 inh	Nrf2 activator	Nrf2 block	A549 tox	MCF10A rerep	EPAC2 antagonist	ATXN2 expr inh	ATXN viability	HepG2 viability
21	COc1ccc(Br)cc1CN(C)C(=O)c1ccc2c(c1)NC(=O)C(C)S2 (configuration not stated)	-7.3%	-1.4%	4.0%	5.2%	1.5%	-4.7%	/	i	9.3%
22	O=C(NNC(=O)c1ccc([N+](=O)[O-])o1)c1ccccc1	7.94µM*	22.4µM*	/	?	?	17.4%	-24.0%	?	-26.1%
23	COc1ccc(Cl)cc1C(=O)Nn1c(C)nc2ccccc2c1=O	-27.5%	-0.7%	-26.3%	-0.3%	?	-1.2%	-0.2%	i	2.7%
24	Cc1cc(C)c2nc(N3CCCN(C(=O)c4ccco4)CC3)c(C#N)cc2c1	-15.1%	3.6%	-9.0%	-1.3%	?	-6.3%	/	/	-32.8%
25	Cc1cc(CNC(=O)COC(=O)C2CC3CCCC(C2)C3=O)cc(C)c1O (configuration not stated)	-2.7%	-0.6%	14.7%	0.3%	-9.0%	-7.9%	30.0%	i	-0.3%
26	CCc1cccc(C)c1NC(=S)NCC1CCN(c2ccc(OC)cc2)C1 (configuration not stated)	?	6.0%	?	-2.7%	24.0%	-23.4%	?	i	-5.7%
27	Cc1ccc(C(=O)NCC(=O)N2CCCN(S(=O)(=O)c3ccc(C)cc3)CC2)cc1	9.2%	0.2%	0.0%	6.6%	3.9%	-8.3%	-8.1%	i	-15.1%
28	C/C(=N\NC(=O)Cn1c(C)nc2ccccc21)c1cccs1	-3.3%	2.3%	16.4µM*	-9.9%	3.0%	16.6%	-14.7%	i	-3.7%
29	CCOC(=O)N1CCN(CCC(=O)Nc2ccccc2)CC1	6.9%	-0.4%	0.4%	0.1%	10.1%	4.2%	-9.5%	i	1.8%
30	O=C(CCC(=O)c1ccccc1)Nc1cccnc1	-22.7%	-1.0%	2.9%	-7.0%	-5.2%	8.8%	6.1%	i	-19.8%
31	CC1CCN(C(=O)CSc2nc3c(cnn3-c3ccccc3)c(=O)[nH]2)CC1	4.0%	0.2%	5.8µM*	-14.3%	4.1%	4.3%	2.9%	i	-17.9%
32	CCOc1cc(N2CCOCC2)c(OCC)cc1NC(=O)CN1C(=O)NC(CC)(c2ccc(F)cc2)C1=O (configuration not stated)	-18.7%	0.1%	-7.8%	-14.0%	4.8%	-4.4%	-9.9%	i	-3.8%
33	COc1ccc(S(=O)(=O)Cc2ccc(C(=O)NCc3ccccn3)o2)cc1	9.5%	-1.3%	-6.5%	-7.6%	3.0%	4.1%	8.8%	i	7.3%
34	OCCc1ccc(-c2ccc(Cl)cc2)o1	-11.6%	0.2%	14.9%	0.0%	1.4%	6.6%	36.5%	i	4.6%
35	O=C(CN1CCOCC1)Nc1c(Cl)cc(Cl)cc1Cl	-5.4%	-0.5%	0.9%	10.9%	5.2%	2.6%	0.4%	i	-26.1%
36	CCCCC(=O)Nc1c2c(nn1-c1cccc(C)c1C)CS(=O)(=O)C2	4.4%	-0.1%	?	1.1%	-4.5%	20.2%	-6.1%	i	-1.5%
37	Cc1nc(C(=O)NCC(=O)c2ccc(Cl)cc2)c(C(F)(F)F)o1	-16.3%	0.4%	25.7%	5.2%	4.3%	7.2%	-5.7%	i	7.9%
38	CCCCn1nnnc1C(c1ccccc1)N1CCN(C(=O)c2ccco2)CC1 (configuration not stated)	/	-0.8%	/	/	/	1.8%	6.9%	i	/
39	CC(=O)OC1CCC2(C)C(CCC3C2CC(=NO)C2(C)C(C(C)OC(C)=O)CCC32)C1 (configuration not stated)	6.8%	0.0%	-10.1%	0.0%	27.9%	-8.8%	-3.0%	i	-1.0%
40	Cc1cccc2c(N)c3c(nc12)CCCC3 (tested in a mixture with another compound)	-27.2%	0.2%	6.2%	?	?	4.1%	?	?	-23.9%
41	O=C(COc1ccc2c(c1)OCO2)Nc1nncs1	2.0%	0.4%	?	1.1%	-1.3%	4.7%	20.9%	i	-17.4%
42	CCOc1ccc(NC(=O)c2c(NC(=O)c3cccs3)sc3c2CCC(C(C)(C)C)C3)cc1 (configuration not stated)	14.1%	0.3%	2.0%	5.5%	/	/	18.2%	i	-12.5%
43	CCN(C(=O)CSc1cc(C)c2ccccc2n1)c1c(N)n(Cc2ccccc2)c(=O)[nH]c1=O	-5.7%	0.4%	-0.3%	-3.5%	9.0%	-1.2%	/	i	12.9%
44	CCN(CC)CC#CCC(O)(c1ccccc1)C1CCCCC1 (configuration not stated)	-14.9%	-0.5%	8.2%	-5.3%	?	1.4%	-8.1%	i	-5.1%

# A portion of the library (hit frequency here may not be typical).
